# Tb PFK inh: blocks T. brucei phosphofructokinase; AID 485367; T. brucei PFK, ADP-Glo luminescence; Potency, µM (top dose mostly 57.5 µM), for the others: at the highest dose activity, negative = inhibition, usual class: inhibitors; hit rate 0.17% among 330,000;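 also: potency is read from the fitted curve at half-maximal effect; 0% = uninhibited 1x PFK enzyme wells and -100% = no-enzyme wells; nearly all actives have a fitted effect of over 60% in size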
# Target sequence (O15648 whole entry, looked up): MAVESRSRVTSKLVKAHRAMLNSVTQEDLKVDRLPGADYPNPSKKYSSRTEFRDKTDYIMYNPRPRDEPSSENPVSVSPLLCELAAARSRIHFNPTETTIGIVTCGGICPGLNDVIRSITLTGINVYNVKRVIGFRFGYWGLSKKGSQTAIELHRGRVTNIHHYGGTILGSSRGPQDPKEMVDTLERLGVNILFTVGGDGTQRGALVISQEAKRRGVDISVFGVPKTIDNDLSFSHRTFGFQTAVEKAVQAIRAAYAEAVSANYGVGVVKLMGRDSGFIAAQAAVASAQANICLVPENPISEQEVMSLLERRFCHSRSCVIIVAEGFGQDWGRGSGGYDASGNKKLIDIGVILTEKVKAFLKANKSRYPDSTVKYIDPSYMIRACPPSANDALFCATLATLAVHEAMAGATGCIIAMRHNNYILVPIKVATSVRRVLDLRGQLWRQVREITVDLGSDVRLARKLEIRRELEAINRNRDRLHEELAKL
#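 1.25 nM PFK with 0.5 mM F6P and 0.1 mM ATP in 0.1 M TEA pH 8.0, 5 mM MgCl2, incubated 45 min at room temperature; ADP measured by ADP-Glo luminescence; compounds titrated up to 57 uM.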
# uPA generation: blocks generation of uPA at the cell surface; cell surface uPA generation assay, qHTS; Potency, µM (top dose mostly 38.3 µM), for the others: at the top dose activity change, negative = inhibition, usual class: inhibitors; hit rate 0.31% among 330,000; active = well fitted inhibition curve with a large enough effect; inconclusive = small, poorly fitted or top-dose-only effect; inactive = no such curve, though single readings can be large or run the other way; tested in mouse RAW 264.7 cells; also: potency is read from the fitted curve at half-maximal effect; % is scaled to controls: 0 for no effect and ±100 for the full control effect; nearly all actives have a fitted effect of over 55% in size
# Mito fusion act: blocks mitochondrial division or promotes mitochondrial fusion; AID 485298; hit rate 0.23% among 320,000; Potency, µM (highest dose often 46.1 µM), for inactives: top-dose growth rescue (activation), usual class: activators; S. cerevisiae fusion-defective mutant growth rescue, CellTiterGlo 48 h;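 also: potency is read from the fitted curve at half-maximal effect; % of control where 0% means no effect; nearly all actives have a fitted effect of over 45% in size; temperature-sensitive fusion mutants such as fzo1-1 at 37 °C on non-fermentable ethanol glycerol medium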
#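 Read-out: ATP-based luminescence (CellTiterGlo, 10 min ambient) reporting growth of fusion-defective ts yeast after 48 hours at 37C on glycerol/ethanol YPEG medium in the presence of compound.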
# PTAP TSG101 blk: blocks PTAP/TSG101 interaction to inhibit HIV-1 budding | Fluorescence polarization, FITC-PTAP peptide / Tsg101 binding | Potency, µM (top dose mostly 115 µM), inactives show top-dose activity change, negative = inhibition, usual class: inhibitors | 340,000 tested, under 10 active | AID 493005; active = well fitted inhibition curve with a large enough effect in the main read-out, with a control signal flat, not every such curve was filed as active; inconclusive = small, poorly fitted or top-dose-only effect, or effect the other way, or a change in a side signal; inactive = no such curve, though single readings can be large or run the other way; also: potency is read from the fitted curve at half-maximal effect; % of control where 0% means no effect
#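 Compounds were pin-transferred onto Tsg101 binding domain (10 uM final) in HEPES pH 7.5 buffer, then FITC-PTAP peptide was added at 50 nM final. After 20 min at RT, polarization reported peptide displacement across a qHTS concentration series.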
# USP2a block: USP2a (human) protease inhibition. AID 463254. O75604. hit rate 0.01% among 330,000. Potency, µM (titrated, usually from 38.3 µM), without a hit: at the top dose activity change, negative = inhibition, most hits filed as inhibitors. USP2 core, Ub-CHOP2 coupled fluorogenic reporter, 485/531;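 also: potency is read from the fitted curve at half-maximal effect; plate controls were DMSO wells for no effect and full inhibition by NEM control for full effect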
# Target sequence (O75604 whole entry, looked up): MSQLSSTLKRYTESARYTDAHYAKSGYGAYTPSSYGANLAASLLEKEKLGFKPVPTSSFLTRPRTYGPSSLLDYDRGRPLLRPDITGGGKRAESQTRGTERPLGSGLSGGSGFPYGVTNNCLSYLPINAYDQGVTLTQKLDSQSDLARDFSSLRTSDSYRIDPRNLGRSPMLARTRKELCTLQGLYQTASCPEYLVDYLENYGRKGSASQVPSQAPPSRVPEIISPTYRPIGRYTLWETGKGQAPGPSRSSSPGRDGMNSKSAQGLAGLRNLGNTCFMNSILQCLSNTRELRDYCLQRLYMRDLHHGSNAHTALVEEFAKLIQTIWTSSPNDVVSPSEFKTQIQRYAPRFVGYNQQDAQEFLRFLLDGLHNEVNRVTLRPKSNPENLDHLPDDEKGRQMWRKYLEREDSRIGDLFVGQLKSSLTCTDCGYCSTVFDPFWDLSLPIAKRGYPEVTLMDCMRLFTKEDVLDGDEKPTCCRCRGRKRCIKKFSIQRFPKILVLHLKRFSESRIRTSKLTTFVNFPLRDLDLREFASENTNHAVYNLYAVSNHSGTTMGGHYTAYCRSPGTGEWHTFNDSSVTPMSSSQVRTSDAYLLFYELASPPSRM
#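 USP2 core (10nM final) preincubated 30min RT with compound in 20mM Tris-HCl pH 8.0, 2mM CaCl2, 2mM beta-mercaptoethanol, 0.05% CHAPS; 25nM Ub-CHOP2 plus 25nM reporter substrate added, fluorescence (Ex485/Em531) read after 60min.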
# ELG1 DNA repair: ELG1-dependent DNA repair inhibition; HEK293T ELG1-luciferase reporter, luminescence, 16 h; DNA damage induced by 5-fluorouridine; Potency, µM (highest dose often 46.1 µM), without a hit: top-dose activity change, negative = inhibition, most hits filed as inhibitors; hit rate 2.3% among 330,000; also: potency is read from the fitted curve at half-maximal effect; % is scaled to controls: 0 for no effect and ±100 for the full control effect; nearly all actives have a fitted effect of over 55% in size
#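 Reporter activity after DNA damage by 5-fluorouridine is monitored. Compound-treated cells incubate 16 hr at 37 °C, then ONE-Glo is added for 30 min before luminescence reading.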
# Eya2 phos inh: inhibitors of human Eya2 phosphatase activity; recombinant Eya2, OMFP fluorescence dephosphorylation (OMFP is methylfluorescein phosphate); hit rate 0.006% among 330,000; Potency, µM (series often up to 76.9 µM), for inactives: top-dose activity, negative = inhibition, hits mostly inhibitors; O00167; also: potency is read from the fitted curve at half-maximal effect; % is scaled to controls: 0 for no effect and ±100 for the full control effect
#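 Eya2 (0.2 uM) preincubated 10 min at ambient with compound, then OMFP substrate added at 50 uM; 10 min reaction in 50 mM HEPES pH 7.5, 50 mM NaCl, 5 uM MgCl2, 0.05% BSA, 1 mM DTT. Fluorescence read at Ex 485/Em 525 nm.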
# B2AR arrestin: agonists driving beta-arrestin recruitment to human beta2-adrenergic receptor; P07550; beta-arrestin recruitment to beta2AR, cell-based reporter; Potency, µM (top dose mostly 46.1 µM), for inactives: at the highest dose activation, hits mostly activators; hit rate 0.02% among 330,000;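 also: potency is read from the fitted curve at half-maximal effect; 0% = DMSO controls and full agonism = EC100 isoproterenol or metaproterenol; nearly all actives have a fitted effect of over 65% in size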
# TCR activator: activators of T cell receptors. primary human leukocytes, anti-CD3, IL-2 HTRF, 48 h. Potency, µM (highest dose often 9.22 µM), without a hit: at the highest dose activation of IL-2 secretion, most hits filed as activators. 330,000 tested, under 10 active; also: % of control where 0% means no effect
#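 Primary human leukocytes incubated 48 hr with anti-CD3 beads plus compound, without co-stimulation. Secreted IL-2 measured by HTRF (europium cryptate/d2 anti-IL-2 pair, 320 nm excitation, 665 nm emission).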
# BCR signal inh: blocks chronic active B-cell receptor signaling; ABC-DLBCL IkBa-CBG/CBR reporter, luminescence ratio, 4 h; hit rate 0.05% among 340,000; Potency, µM (highest dose often 46.1 µM), inactives show top-dose ratio change, negative = lower green/red ratio, actives largely listed as inhibitors; active = well fitted inhibition curve with a large enough effect in the signal ratio, with a control signal flat, not every such curve was filed as active; inconclusive = small, poorly fitted or top-dose-only effect, or effect the other way, or a change in a side signal; the % refers to the signal ratio;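 also: potency is read from the fitted curve at half-maximal effect; plate controls were basal doxycycline-induced cells for no effect and cells given 10 µM MG132 for full effect; MG132 reads +100%, hits lower the ratio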
#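 Compounds up to 46 uM were incubated four hours with TMD8 cells whose green CBG68 luciferase is fused to IkappaBalpha; red CBR luminescence normalised the signal, and concentration-effect curves were fitted to fusion, red and ratio data.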
# TSHR antag: antagonists of human thyroid stimulating hormone receptor | TSHR-expressing cells, TSH-stimulated cAMP HTRF, 2 h; active compounds read low | AID 504810 | hit rate 0.2% among 330,000 | activity change, negative = inhibition, % at 11.5 µM | P16473;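 active = activity change below a set negative limit, meaning inhibition stronger than a set level, cut at about -70% in these data; inconclusive = activity change between two set negative limits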; also: % is scaled to controls: 0 for no effect and ±100 for the full control effect
#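 Inhibition of cAMP made by TSHR-expressing cells under TSH stimulation (4nM final, EC80; 2 h, 37 deg C) is quantified with a one-step lysis HTRF kit, anti-cAMP cryptate versus cAMP-d2.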
# * = called active by the depositor; ? = inconclusive; / = no result given; [ ] = another dose, or the depositor's remark. Unless noted, calls follow the shape of the dose curve; as a rule, active = well fitted curve in the direction sought with a large enough effect; inconclusive = small, poorly fitted or top-dose-only effect, or another doubt; inactive = no such curve, though single readings can be large; an effect the other way counts as inactive or inconclusive.
compound,Tb PFK inh,uPA generation,Mito fusion act,PTAP TSG101 blk,USP2a block,ELG1 DNA repair,Eya2 phos inh,B2AR arrestin,TCR activator,BCR signal inh,TSHR antag
C#CCN(C(=O)c1ccc(OC)c(OC2CCN(C(C)C)CC2)c1)C1CCCCC1,0%,-7%,1%,0%,2%,15%,3%,-0.8%,-1%,-2%,1
COc1ccc(CN2CCC(C(=O)N3CCN(c4ccccc4F)CC3)CC2)cc1OC,4%,0%,-1%,-6%,4%,-19%,-20%,-0.1%,1%[46.1 µM],0%,0
CC[C@]1(c2ccccc2OC)ON(c2ccccc2C(F)(F)F)C1=O,1%,?,-36%[inhibitor],-7%,0%,?,7%,-0.1%,-3%,?,27
COc1cc(OC)cc(-c2nnc(SCC(=O)NCc3cccs3)o2)c1,4%,1%,-3%,0%,-2%,?,-1%,-0.1%,-4%,-4%,-4
On1nnc2ccccc21,3%,-2%,5%,-2%,0%,/,-3%,-0.5%,0%,-5%,6
COc1ccccc1OC(C)C(=O)N1CCN(Cc2ccc3c(c2)OCO3)CC1 (configuration not stated),-2%,0%,14%,0%,-1%,0%,-13%,0.0%,-2%,0%,1
CC(C)C(CO)N1CCN(Cc2ccccc2)CCC1=O (configuration not stated),2%,8%,-4%,0%,-1%,13%,-9%,-0.9%,-2%,-1%,-10
CCOc1ccccc1N1CCN(Cc2cccc(OC)c2OC)CC1,6%,6%,-1%,-4%,4%,-12%,7%,0.0%,-1%,2%,10
Cc1ccc2nc(Nc3nc(CSc4nnc(C)s4)cc(=O)[nH]3)nc(C)c2c1,3%,-9%,2%,-7%,0%,1%,-15%,0.0%,1%,?,-9
Cc1nc2ncnn2c(C)c1CCC(=O)Oc1ccccc1,0%,1%,1%,-1%,0%,-3%,9%,-0.1%,-2%,-5%,2
CN1C(=O)NC(c2ccc(O)cc2)C2=C1CN(c1ccccc1)C2=O (configuration not stated),-1%,0%,-1%,-3%,0%,12%,10%,-0.8%,2%,9%,-4
Cc1ccc([C@@H]2CC=C(C(=O)O)[C@H](c3ccccc3F)N2S(=O)(=O)c2ccc(C)cc2)cc1,-5%,1%,-2%,1%,1%,-4%,-18%,-0.2%,8%,6%,-4
Cc1ccccc1NC(=O)COc1ccc(Br)cc1CNCCCO,-6%,-1%,-4%,-5%,2%,9%,0%,0.1%,-2%,2%,8
NC(=O)CSC1=Nc2ccccc2C2=NC(CC(=O)NCc3cccs3)C(=O)N12 (configuration not stated),-3%,2%,3%,-6%,4%,-3%,16%,-0.6%,-1%,9%,28
Cc1cc(SCC(=O)Nc2cccc(S(=O)(=O)NC3=NCCCCC3)c2)nc2ccccc12,-1%,?,0%,0%,1%,?,-1%,-0.2%,0%,?,7
CC(Nc1cc(N2CCN(C(=O)C(C)(C)C)CC2)ccc1[N+](=O)[O-])c1ccccc1 (configuration not stated),-9%,-7%,0%,-3%,3%,?,-7%,0.5%,-2%,-1%,-3
O=C(c1cc(-c2ccc(Cl)cc2)n[nH]1)N1CCc2ccccc2C1,6%,-5%,-6%,-1%,-1%,0%,16%,0.4%,1%,5%,-5
O=C1CC(N2CCN(S(=O)(=O)c3ccccc3F)CC2)C(=O)N1c1ccccc1Cl (configuration not stated),15%,0%,2%,0%,-9%,16%,-8%,-3.9%,3%,-1%,-29
O=C(CCNC(=O)c1ccccc1)NCC1CCCCC1,3%,1%,-11%,-2%,4%,-4%,10%,-0.2%,2%,8%,12
COc1ccc(NS(=O)(=O)c2cccc(NC(=O)COc3ccc(OC)cc3)c2)cc1,0%,2%,?,-3%,6%,?,-4%,0.1%,2%,-15%,11
CCOC(=O)c1cc(C(=O)OCC)c(=O)[nH]c1N1CCCC1,-22%,7%,-7%,2%,1%,3%,22%,-0.2%,-2%,?,19
Cc1ccc(S(=O)(=O)CC(O)COc2ccccc2C#N)cc1 (configuration not stated),1%,7%,-6%,-7%,3%,12%,8%,0.1%,-4%,-4%,5
N#Cc1nc(Cc2ccccc2)oc1NCc1ccccc1Cl,-2%,4%,23%,-3%,-11%,16%,-8%,0.1%,9%,?,-34
CC(=O)c1ccc(N2CCN(S(=O)(=O)c3cccc4nonc34)CC2)cc1,-2%,?,-3%,-12%,2%,-14%,-4%,0.1%,0%,-3%,-11
COc1ccc(NC(=O)CN(C)S(=O)(=O)c2ccc3c(c2)CCC(=O)N3)c(OC)c1,-1%,15%,1%,-5%,0%,0%,-15%,0.1%,-1%,-14%,13
O=C(O)CCCC(=O)NCCCc1ccccc1,-1%,4%,-4%,-2%,3%,6%,4%,-1.0%,2%,4%,-5
CCCC(=O)Nc1ccc(C(=O)n2ccc(C)n2)cc1,-5%,-1%,19%,0%,-1%,13%,4%,0.2%,/,?,14
NS(=O)(=O)c1ccc(NNC(=O)c2sccc2Cl)cc1,24%,7%,1%,-2%,1%,-19%,6%,-0.9%,1%,-1%,-22
CCO[C@H]1OC(C(=O)N2CCN(C)CC2)=C[C@@H](C)[C@@H]1CCCO,-1%,-1%,-4%,4%,11%,-18%,6%,-0.9%,-2%,6%,-5
O=S(=O)(c1ccccc1)N1CCn2c(nc3ccccc32)C1,2%,5%,-1%,0%,-2%,?,14%,0.0%,4%,19%,-1
COc1ccc(S(=O)(=O)N2CCN(C(=O)CN3C(=O)NC(C)(C)C3=O)CC2)cc1,-2%,14%,2%,-1%,5%,0%,23%,-0.2%,1%,-1%,2
COc1ccccc1NC(=O)c1ccc2c(c1)OCO2,-8%,-9%,-3%,-1%,1%,?,2%,-0.3%,-7%,2%,1
C#CCOCCOCCOCCNc1nc(N2CCN(C(=O)C([C@@H](C)CC)n3cc(C(N)CC(C)C)nn3)CC2)nc(N2CCN(C(=O)[C@H](CCC(=O)O)n3cc(C(N)[C@H](C)CC)nn3)CC2)n1 (some centres not stated),-4%,16%,2%,/,-2%,2%,12%,0.3%,1%,0%,11
O=C1[C@@H](Oc2ccccc2)[C@@H](c2ccncc2)N1c1ccncc1,0%,?,/,-2%,2%,?,9%,0.0%,-4%[46.1 µM],0%,7
COCc1cc(=O)n2[nH]c(C)nc2n1,-1%,-3%,-7%,-5%,2%,1%,-5%,0.0%,4%,0%,8
Cc1ccc(/C=N/NC(=O)C2COc3ccccc3O2)s1 (configuration not stated),-6%,-11%,-8%,-3%,-1%,16%,12%,0.0%,5%,?,15
COc1ccccc1-c1nc(-c2ccc(Br)cc2)no1,2%,9%,7%,0%,-1%,?,9%[15.4 µM],0.0%,-1%,?,-30
Cc1ccc(NC(=S)NC(=O)CC2CC(C)(C)OC2=O)cc1 (configuration not stated),4%,?,9%,-1%,1%,13%,-1%,-0.5%,5%,-9%,-6
Cc1ccc(-c2cc(C(=O)N3CCCC3)c3ccccc3n2)s1,1%,-4%,-4%,-5%,0%,?,-1%,0.6%,2%,1%,60
O=C1CCN(C2CCN(Cc3nc(Cc4ccccc4F)no3)CC2)CCN1,4%,1%,2%,2%,1%,3%,-2%,-0.3%,15%,-5%,-7
O=C(COC(=O)CNC(=O)c1ccc(Cl)cc1Cl)Nc1ccc(N2CCOCC2)cc1,2%,-1%,-6%,-2%,2%,13%,9%,0.4%,-2%,?,10
CCOc1ccccc1NC(=O)N1CCCC1C(=O)NCc1ccco1 (configuration not stated),-1%,0%,-3%,-2%,-1%,11%,11%,-0.3%,5%,-1%,39
Cc1ccc(Cl)cc1NC(=O)N[C@@H](CC(C)C)C(=O)O,1%,2%,-1%,-4%,9%,0%,4%,0.1%,1%,-1%,0
Cc1ccc2nc(SCC(=O)c3ccc(Cl)s3)[nH]c2c1,1%,3%,13%,-1%,2%,?,11%,-0.2%,0%,1%,-6
Cc1ccc(-c2noc(=O)n2CC(=O)c2ccc(Cl)cc2)cc1,-1%,0%,17%,4%,1%,?,-11%,-0.5%,-1%,-2%,-4
Cc1ccc(O)c(NC(=O)c2ccccc2-c2ccccc2C(=O)O)c1,-1%,-7%,-2%,0%,0%,8%,-7%,-0.9%,/,8%,32
